PfHsp90 yeast 2 – reduces growth (ATP signal) of yeast expressing P. falciparum Hsp90 | S. cerevisiae expressing PfHsp90, BacTiter-Glo ATP, 48 h; yeast lacking PDR1 and PDR3 efflux regulators | inhibition, % at 9.4 µM | hit rate 0.32% among 310,000;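 active = every replicate shows inhibition above about 80%, whatever the replicate mean, limit read from the data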;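 note: 0% = DMSO neutral controls and 100% = 20 µM radicicol positive controls; yeast relying on Plasmodium falciparum Hsp90 in place of its own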
Rtt109 HAT inh – blocks Candida albicans Rtt109/Vps75 acetyltransferase activity; Q5AAJ8; purified Rtt109/Vps75, ThioGlo CoA-SH fluorescence, 4 h; inhibition, % at 34.9 µM; hit rate 0.16% among 330,000;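 active = inhibition of at least 50% in every replicate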
Target sequence (Q5AAJ8 whole entry, looked up): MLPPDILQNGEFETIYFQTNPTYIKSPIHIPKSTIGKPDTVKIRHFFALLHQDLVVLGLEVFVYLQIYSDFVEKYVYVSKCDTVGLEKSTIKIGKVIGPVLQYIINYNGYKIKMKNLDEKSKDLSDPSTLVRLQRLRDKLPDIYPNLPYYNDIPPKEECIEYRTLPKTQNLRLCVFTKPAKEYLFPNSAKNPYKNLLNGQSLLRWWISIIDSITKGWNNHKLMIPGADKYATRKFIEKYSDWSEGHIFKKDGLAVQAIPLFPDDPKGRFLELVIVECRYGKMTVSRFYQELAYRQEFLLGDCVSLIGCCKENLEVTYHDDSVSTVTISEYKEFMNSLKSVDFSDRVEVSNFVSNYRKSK
dFosB act – activators of mouse delta FosB homodimer; AID 493131; activation, % at 25 µM; P13346; hit rate 0.99% among 340,000; purified delta FosB, TAMRA-CDK5 oligo fluorescence polarization; percent of positive-control signal above neutral wells;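 active = mean activation above about 17%, with every replicate also reaching it, limit read from the data, passing the limit was not always enough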;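 note: fluorescence polarization rise as delta FosB binds a TAMRA Cdk5 AP-1 oligo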
Target sequence (P13346 whole entry, looked up): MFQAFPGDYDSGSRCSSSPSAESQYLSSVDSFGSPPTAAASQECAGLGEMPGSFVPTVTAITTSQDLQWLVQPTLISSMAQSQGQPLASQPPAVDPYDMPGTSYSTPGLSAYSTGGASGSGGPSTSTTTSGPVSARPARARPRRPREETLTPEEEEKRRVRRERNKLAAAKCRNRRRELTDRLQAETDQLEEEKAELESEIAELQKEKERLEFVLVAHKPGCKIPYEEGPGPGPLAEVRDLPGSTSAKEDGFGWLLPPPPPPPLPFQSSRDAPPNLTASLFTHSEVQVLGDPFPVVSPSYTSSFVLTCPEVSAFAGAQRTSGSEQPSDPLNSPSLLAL
CAL PDZ FP-1 – inhibitors of human CAL PDZ peptide binding; purified CAL PDZ, TMR-peptide fluorescence polarization, 1 h; inhibition, % at 20 µM; hit rate 0.02% among 330,000; AID 504414;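 active = highest replicate inhibition of at least 40%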;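 note: plate controls were DMSO neutral control wells for no effect and unlabeled competitor peptide control wells for full effect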
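Control set: unlabelled peptide and DMSO controls / Material: purified CerCALP PDZ construct / Timing: 1 h incubation at room temperature before polarization reading / Doses: 20 µM, one dose / Detection: fluorescence polarization (mP)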
PvdQ acylase – P. aeruginosa PvdQ acylase inhibition; purified PvdQ acylase, fluorescence plate reader; inhibition, % at 10 µM; hit rate 0.063% among 340,000; AID 488965; in the data active = inhibition above about 30%, passing the limit was not always enough;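 note: 0% = vehicle neutral wells and 100% = reference inhibitor wells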
NSD2 HMT inh – NSD2 (human) methyltransferase inhibition; hit rate 0.54% among 310,000; O96028; NSD2 peptide methylation, AlphaScreen, 120 min; inhibition, % at 12.5 µM; in the data active = inhibition above about 50%
SR-BI DiI inh – mouse SR-BI HDL lipid transfer inhibition. inhibition, % at 12.5 µM. ldlA[mSR-BI] CHO cells, DiI-HDL uptake fluorescence, 3 h. AID 488896. Q61009. hit rate 0.96% among 320,000;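 active = mean replicate inhibition of at least 70% and a set share of replicates each scoring 70 or more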;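 note: 0% = median of neutral control wells and 100% = median of positive control wells; values of inactives mirror those of a sister screen read the other way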
SR-BI uptake up – enhances SR-BI lipid uptake from DiI-HDL; CHO ldlA[mSR-BI] cells, DiI-HDL uptake fluorescence, 3 h; 100 = double the neutral-control signal; activation, % at 12.5 µM; hit rate 0.096% among 320,000;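 active = mean replicate activation of at least 60% and every replicate at or above 60%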;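 note: 0% = median plate neutral-control signal and 100% = twice that signal; values of inactives mirror those of a sister screen read the other way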
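Test system: SR-BI-overexpressing, LDLR-lacking CHO cells; Also added: labelled HDL, 10 µg/mL; Measured by: bottom-read cell fluorescence after medium removal, ex 550/em 595 nm; Timing: 3 h uptake period with compound, 37 °C; Buffer or medium: F12, 0.5% BSA, 25 mM HEPES; Doses: single compound concentration, delivered by pin transfer.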
MITF act – increases MITF-driven TRPM1 promoter luciferase signal; SK-MEL-5 TRPM1-promoter luciferase, 24 h; % of positive control, neutral wells = 0; hit rate 0.75% among 300,000; activation, % at 12.5 µM; AID 588334;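 active = mean activation of at least 80% with every replicate also reaching 80%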;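 note: 0% = neutral control wells and 100% = parthenolide positive control wells; values of inactives mirror those of a sister screen read the other way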
CAL PDZ FP-2 – blocks peptide binding to the human CAL PDZ domain | Q9HD26 | purified CAL PDZ, TMR-peptide fluorescence polarization, 1 h | inhibition, % at 24.9 µM | hit rate 0.92% among 300,000 | AID 602252;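 active = mean inhibition of at least 30% with at least half of replicates also reaching 30%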;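 note: 0% = DMSO neutral control and 100% = excess unlabeled competitor peptide PRC23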
The depositor's hits bear a star; x = no result given; & = joins results of further samples.

1) COP(=O)(OC)/C(C=O)=N/Nc1ccc([N+](=O)[O-])cc1
2) COc1ccc(OC)c(N2C(=O)NC(=O)C(CCc3ccncc3)(CCc3ccncc3)C2=O)c1
3) CC12CCC3c4ccc(OP(=O)(N5CC5)N5CC5)cc4CCC3C1CCC2=O (centres undefined)
4) CN1CCN(Cc2nc3ccccc3n2C)CC1
5) CCC(C)(C)c1ccc(O)cc1
6) O=C1NC(=O)C(=Cc2ccccc2Oc2ccc(F)cc2)C(=O)N1
7) CC12CCC(=O)C=C1CC(O)C1C2CCC2(C)C1CCC2(C)O (centres undefined)
8) COC(=O)C1=C(c2cc3ccccc3s2)C[C@@H]2CC[C@H]1N2C(=O)NC1CC1

Assay by compound,1,2,3,4,5,6,7,8
PfHsp90 yeast 2,7,6,2,x,13,-23,-8,-6
Rtt109 HAT inh,13,-9,6,-6,-5,4,0,-5
dFosB act,-4,-6,2,-2,0,6,3,-2
CAL PDZ FP-1,0.0,-1.7,-0.1,-0.8,-0.4,-1.2,-0.1,-0.9
PvdQ acylase,6,-3,-3,-16,-4,-21,-3,1
NSD2 HMT inh,-2,11,-3,-4,x,3,-6,x
SR-BI DiI inh,0,19,10,-14,-2,-18,-13,-4
SR-BI uptake up,0,-19,-10,14,2,18,13,4
MITF act,0,-4,-4,-7,-8,-6,2,2
CAL PDZ FP-2,x,-1,1,-3,-2,-2,1,-2

9) CN1CC[C@]23c4c5ccc(O)c4OC2C(O)C=CC3[C@H]1C5 (some centres undefined)
10) COc1ccc(C(=O)C2(C)N(O)C(C)C(c3cccs3)=[N+]2[O-])cc1 (centres undefined)
11) O=C(NC(Oc1ccccc1)C(Cl)(Cl)Cl)c1ccccc1 (centres undefined)
12) Nc1cccc2c1Cc1cc([N+](=O)[O-])ccc1-2
13) N#CCCCCC#N
14) CN1C2CCC1CC(OC(=O)c1ccc(Cl)cc1)(C(=O)O)C2 (centres undefined)
15) C[C@]12CCC(=O)C=C1CCC1C2CC[C@@]2(C)C1CC[C@@H]2O (some centres undefined)
16) CCCCCC[N+](=O)[O-]

Assay by compound,9,10,11,12,13,14,15,16
PfHsp90 yeast 2,x,7,x,x,-24,-17,-1,1
Rtt109 HAT inh,-7,-11,1,-2,2,-4,6,11
dFosB act,-6,-2,5,1,1,-2,-8,5
CAL PDZ FP-1,-0.1,-0.6,-4.5,1.2,0.0,-2.2,-0.6,-0.5
PvdQ acylase,-16,6,-3,-11,-15,-23,-7,-15
NSD2 HMT inh,x,31,-2,0,x,-3,0,x
SR-BI DiI inh,-3,-21,8,19,2,-20,-3,4
SR-BI uptake up,3,21,-8,-19,-2,20,3,-4
MITF act,4,11,x,3,-1,2,-18,-4
CAL PDZ FP-2,-2,0,2,-2,-1,-2,-1,-4

17) O=C1NC(=O)C(CCc2ccccn2)(Cc2ccc3c(c2)OCO3)C(=O)N1CCc1ccccc1 (centres undefined)
18) CCCc1nc2ccccc2c(=O)n1-c1ccccc1OC
19) CN1CCN(c2ccc([N+](=O)[O-])c(SCCO)c2)CC1
20) O=c1oc2ccccc2c(O)c1C(c1ccc([N+](=O)[O-])cc1)c1c(O)c2ccccc2oc1=O
21) CCCC12CN3CCN(CC(C3)/C1=N\NC(=O)c1ccncc1)C2
22) COc1ccc(CN2CCCCC2c2cccnc2)cc1C (centres undefined)
23) O=c1[nH]sc2cc(F)ccc12
24) Cc1ccsc1C(=O)C1CCCN(Cc2sc(N(C)C)nc2Cl)C1 (centres undefined)

Assay by compound,17,18,19,20,21,22,23,24
PfHsp90 yeast 2,-9,-13,x,-34,-8,12,8,-9
Rtt109 HAT inh,0,-5,12,68*,9,0,-11,-2
dFosB act,-7,6,-4,-11,4,-2,-1,-2
CAL PDZ FP-1,-2.7,-0.2,-0.2,-2.7,-0.4,-1.1,-0.2,-0.7
PvdQ acylase,-18,-18,-5,16,-10,12,10,8
NSD2 HMT inh,1,1,6,10,0,x,x,4
SR-BI DiI inh,-11,15,19,12,2,16,-11,-3
SR-BI uptake up,11,-15,-19,-12,-2,-16,11,3
MITF act,-5,-15,2,-16,-4,-2,-14,-8
CAL PDZ FP-2,-2,-4,-4,-1,4,0,-3,-2

Complete entries, looked up by structure. Screens in order: PfHsp90 yeast 2 | Rtt109 HAT inh | dFosB act | CAL PDZ FP-1 | PvdQ acylase | NSD2 HMT inh | SR-BI DiI inh | SR-BI uptake up | MITF act | CAL PDZ FP-2
CCCC12CN3CCN(CC(C3)/C1=N\NC(=O)c1ccncc1)C2 is listed as -8 | 9 | 4 | -0.4 | -10 | 0 | 2 | -2 | -4 | 4
O=C1NC(=O)C(CCc2ccccn2)(Cc2ccc3c(c2)OCO3)C(=O)N1CCc1ccccc1 (centres undefined) is listed as -9 | 0 | -7 | -2.7 | -18 | 1 | -11 | 11 | -5 | -2
CCC(C)(C)c1ccc(O)cc1 is listed as 13 | -5 | 0 | -0.4 | -4 | x | -2 | 2 | -8 | -2
COc1ccc(CN2CCCCC2c2cccnc2)cc1C (centres undefined) is listed as 12 | 0 | -2 | -1.1 | 12 | x | 16 | -16 | -2 | 0

Carrying on.
25) COc1ccc(C(O)(c2ccccc2)c2ccncc2)cc1 (centres undefined)
26) Cn1cc(C(=O)OCC(=O)NC2(C#N)CCCC2)c2ccccc21
27) COCCO[C@H]1CCC2C3CC=C4C[C@@H](O)CC[C@]4(C)C3CC[C@@]21C (some centres undefined)
28) CC(=NCC1CCCO1)c1c(O)n(-c2ccccc2C)c(=O)[nH]c1=O (centres undefined)
29) CCCCCCn1c(=O)c(C(=O)Nc2ncccc2C)c(O)c2ccccc21
30) O=c1c2ccccc2[nH]c(=S)n1-c1ccc2c(c1)OCO2
31) CC(C)N(CCC(C(N)=O)(c1ccccc1)c1ccccn1)C(C)C (centres undefined)
32) CC(c1ccccc1)[n+]1ccccc1 (centres undefined)

Assay by compound,25,26,27,28,29,30,31,32
PfHsp90 yeast 2,8,6,-6,17,12,-16,-10&10,8
Rtt109 HAT inh,4,4,2,1,12,-4,2&2,-2
dFosB act,-3,-6,0,0,-16,-5,5&3,3
CAL PDZ FP-1,0.2,0.0,-1.4,-0.2,-0.1,1.0,0.0&0.3,-4.1
PvdQ acylase,-15,-14,-6,-19,6,-2,-1&-8,-14
NSD2 HMT inh,-2,0,-1,-4,-1,0,x,x
SR-BI DiI inh,-3,45,-29,-13,33,-3,-5&5,-13
SR-BI uptake up,3,-45,29,13,-33,3,5&-5,13
MITF act,-4,-3,-13,3,x,x,-8&-3,-6
CAL PDZ FP-2,-3,0,-7,x,4,-2,9&-4,-10

33) CN1C(=O)/C(=C/C=C/c2ccco2)C(=O)NC1=S
34) COc1cc(/C=N/NC(=O)Cn2c([N+](=O)[O-])cnc2C)ccc1OC(=O)N(C)C
35) Cc1ccc(-n2c(O)c(C=NCc3ccco3)c(=O)[nH]c2=S)cc1C
36) O=c1[nH]c(N2CCN(Cc3ccc4c(c3)OCO4)CC2)nc2c1CCC2
37) COc1ccccc1N1CCNCC1
38) N#CC(=C(O)c1ccc(S(=O)(=O)N(CCCl)CCCl)cc1)c1nc2ccccc2[nH]1
39) CCCC[n+]1cc(/N=C(\[O-])OC)on1
40) COc1ccc(-c2cc(=O)c3c(OC)c(OC)c(OC)cc3o2)cc1

Assay by compound,33,34,35,36,37,38,39,40
PfHsp90 yeast 2,-3,17,3,15,-4,-9,11,-2
Rtt109 HAT inh,x,12,3,16,12,3,19,7
dFosB act,15,3,-1,0,9,5,-2,-37
CAL PDZ FP-1,-3.6,-2.2,-0.2,-0.3,-1.1,-0.6,-2.1,-4.7
PvdQ acylase,9,4,2,0,-11,2,7,-1
NSD2 HMT inh,x,26,6,2,x,1,x,x
SR-BI DiI inh,x,19,-22,-11,-12,2,-26,41
SR-BI uptake up,x,-19,22,11,12,-2,26,-41
MITF act,4,-5,-10,-13,-11,4,9,22
CAL PDZ FP-2,-3,-3,x,0,0,-1,-7,1

An excerpt from above with just CAL PDZ FP-2, SR-BI DiI inh and Rtt109 HAT inh.
entry	structure	CAL PDZ FP-2	SR-BI DiI inh	Rtt109 HAT inh
39	CCCC[n+]1cc(/N=C(\[O-])OC)on1	-7	-26	19
2	COc1ccc(OC)c(N2C(=O)NC(=O)C(CCc3ccncc3)(CCc3ccncc3)C2=O)c1	-1	19	-9
37	COc1ccccc1N1CCNCC1	0	-12	12
23	O=c1[nH]sc2cc(F)ccc12	-3	-11	-11

Following part:
41) CCOC(=O)[C@]12Cc3cc(C)ccc3[C@H]1N(Cc1ccccc1)C(=O)c1ccccc12
42) CS(=O)(=O)NNP(=O)(NNS(C)(=O)=O)NC(=O)c1ccccc1
43) CC1(C)CN2C(c3ccc(Cl)cc3)N2C1 (centres undefined)
44) CN1C(=O)N(C)C(=O)C2(Sc3ccccc3C2=O)C1=O
45) O=C1NC(=O)N(Cc2ccccc2)C(=O)/C1=C\C=C\c1ccco1
46) C/C(Cl)=C/CC1(CN2CCCC2=O)C(=O)NC(=O)NC1=O
47) Cc1ccnc(NS(=O)(=O)c2ccc(N=Cc3c(O)n(C)c(=O)n(C)c3=O)cc2)n1
48) O=c1[nH]c(=O)n(CCC2=CCCCC2)c(O)c1/C=N/Nc1cccc2ccccc12

Assay by compound,41,42,43,44,45,46,47,48
PfHsp90 yeast 2,-33,1,-24,-9,1,-12,8,-36
Rtt109 HAT inh,7,0,-2,-5,-6,6,2,7
dFosB act,-8,0,-7,1,-15,5,3,-21
CAL PDZ FP-1,-1.5,-1.1,-1.8,-2.4,-0.8,-0.2,-0.5,-4.1
PvdQ acylase,-10,-19,-4,-11,-9,-8,11,-13
NSD2 HMT inh,x,x,-1,x,42,-2,3,1
SR-BI DiI inh,4,x,14,1,8,-15,-2,x
SR-BI uptake up,-4,x,-14,-1,-8,15,2,x
MITF act,3,8,6,0,-96,-2,-15,-16
CAL PDZ FP-2,-2,-4,-2,-3,-3,-4,-2,2

49) CCN(CC)P(=O)(NC(=O)c1cccn1C)N(CC)CC
50) Cc1ccc(-n2c(C)cc(/C=C3\C(=O)NC(=O)N(C)C3=O)c2C)cc1C
51) COc1ccc(C=C2C(=O)N(C)C(=O)N(C)C2=O)cc1CSc1ccccn1
52) CCCCCCn1c(=O)c(C(=O)Nc2cnccn2)c(O)c2ccccc21
53) Cc1ccc(C(=O)n2cc(CCN3CCS(=O)(=O)CC3)c3ccccc32)cc1
54) COC(=O)C1=C(c2cccc(OC)c2OC)C[C@@H]2CC[C@H]1N2C(=O)NCc1ccc(C(F)(F)F)cc1

Assay by compound,49,50,51,52,53,54
PfHsp90 yeast 2,19,-13,8,-13,21,13
Rtt109 HAT inh,4,5,8,4,-12,0
dFosB act,-10,-7,-11,-4,-9,-3
CAL PDZ FP-1,-0.6,-2.6,-0.2,-2.9,-1.2,0.4
PvdQ acylase,8,8,4,0,1,-9
NSD2 HMT inh,-1,5,9,-1,2,x
SR-BI DiI inh,-6,17,-4,82*,37,7
SR-BI uptake up,6,-17,4,-82,-37,-7
MITF act,7,7,x,-70,8,-12
CAL PDZ FP-2,5,0,x,-1,x,0

Bioassay records (PubChem BioAssay)

This is a subset; rates above refer to the full screens.
